Vif-APOBEC3G blk: Vif-A3G binding inhibition | Q9HC16 | HeLa A3G-eYFP + Vif (tagged APOBEC3G with the HIV-1 protein that degrades it), YFP fluorescence, overnight | Potency, µM (doses to about 46.1 µM), for the others: top-dose activity, negative = active, usual class: inhibitors | 410,000 tested, 0.076% active;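 note: potency is the fitted concentration of half-maximal effect; % is set by controls: 0 for no effect and ±100 for the full control effect; nearly all actives have a fitted effect of over 60% in size; hits raise eYFP signal because A3G escapes Vif-driven loss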
Target sequence (Q9HC16 whole entry, looked up): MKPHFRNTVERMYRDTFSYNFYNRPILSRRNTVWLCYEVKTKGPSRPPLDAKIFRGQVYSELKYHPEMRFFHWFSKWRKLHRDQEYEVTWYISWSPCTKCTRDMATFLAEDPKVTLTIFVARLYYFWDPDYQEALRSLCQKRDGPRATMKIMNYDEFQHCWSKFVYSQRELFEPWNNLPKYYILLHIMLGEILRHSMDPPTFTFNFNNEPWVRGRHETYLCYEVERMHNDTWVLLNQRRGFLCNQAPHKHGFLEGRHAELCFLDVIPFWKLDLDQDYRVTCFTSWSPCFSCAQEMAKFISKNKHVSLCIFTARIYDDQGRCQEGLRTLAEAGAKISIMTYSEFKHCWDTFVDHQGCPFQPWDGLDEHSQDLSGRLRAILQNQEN
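HeLa cells stably expressing Vif and C-terminally eYFP-tagged A3G, seeded overnight at 37 deg C, then exposed to compound by pintool overnight at 37 deg C. Rise in yellow fluorescence (Ex 488/Em 500-530, Acumen) marks blocked Vif-driven A3G degradation.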
TrxR1 substrate: is turned over as a substrate by rat TrxR1. purified TrxR1 substrate turnover, NADPH consumption readout. Potency, µM (doses to about 114 µM), inactives show at the highest dose activity change, negative = substrate turnover. 390,000 tested, 0.01% active; note: potency is the fitted concentration of half-maximal effect; % is set by controls: 0 for no effect and ±100 for the full control effect; nearly all actives have a fitted effect of over 50% in size
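Rat TrxR1, dispensed at 90 nM, was prereduced with 400 uM NADPH (final) for 5 min at ~22 deg C, then incubated with compound 15 min before 400 uM selenite. A first-read NADPH fluorescence drop versus no-compound background flagged substrates.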
RGS4 inh: inhibitors of human regulator of G protein signaling 4; 390,000 tested, 0.039% active; AID 504845; P49798; Potency, µM (titrated, usually from 114 µM), for the others: top-dose activity change, negative = inhibition, most hits filed as inhibitors; Transcreener GDP fluorescence polarization, RGS4-accelerated GTP hydrolysis; note: potency is the fitted concentration of half-maximal effect; % is set by controls: 0 for no effect and ±100 for the full control effect; nearly all actives have a fitted effect of over 75% in size; some results filed as inactive show a strong effect at the top dose
Target sequence (P49798 whole entry, looked up): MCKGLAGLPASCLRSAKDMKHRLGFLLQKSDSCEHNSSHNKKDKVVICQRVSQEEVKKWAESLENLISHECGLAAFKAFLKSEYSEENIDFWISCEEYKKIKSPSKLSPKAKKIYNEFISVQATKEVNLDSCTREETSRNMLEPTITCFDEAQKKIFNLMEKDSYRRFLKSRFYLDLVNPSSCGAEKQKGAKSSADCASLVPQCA
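MLSMR compounds (23 nl, pin-transferred) preincubated 10 min at room temperature with a 500nM (2x) first reagent, then RGS4 at 900nM (2x) plus Transcreener GDP mix added; fluorescence polarization (620/688 nm) read before and after 90 min at 30 °C.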
TrxR1 inh: blocks rat thioredoxin reductase 1; recombinant rTrxR1, NADPH fluorescence consumption, selenite substrate; Potency, µM (doses to about 114 µM), for inactives: at the top dose activity change, negative = inhibition, actives largely listed as inhibitors; 390,000 tested, 1% active; AID 588453; note: potency is the fitted concentration of half-maximal effect; % is set by controls: 0 for no effect and ±100 for the full control effect; nearly all actives have a fitted effect of over 65% in size
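Rat TrxR1 (90 nM in the dispensed reagent) was pre-reduced with 400 uM NADPH for 5 min at room temperature, then incubated with compound for 15 min. After 400 uM selenite was added, NADPH fluorescence (Ex 340/Em 450 nm) was followed for 8 min.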
Vif-APOBEC3F blk: inhibitors of Vif-A3F interaction. HeLa A3F-eYFP + Vif (tagged APOBEC3F with the HIV-1 protein that degrades it), YFP fluorescence increase. Potency, µM (highest dose often 46.1 µM), for the others: at the highest dose activity, negative = active. 390,000 tested, 0.2% active; note: potency is the fitted concentration of half-maximal effect; % of control where 0% means no effect; nearly all actives have a fitted effect of over 65% in size
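HeLa cells stably expressing Vif plus C-terminally eYFP-tagged A3F were seeded, incubated overnight at 37 deg C, dosed with compound, incubated overnight again at 37 deg C. Yellow fluorescence (Ex 488/Em 500-530) reported blocked Vif-mediated A3F-eYFP degradation.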
IDH1 R132H inh: human IDH1 R132H inhibition. O75874. IDH1-R132H enzyme, NADPH consumption, diaphorase/resazurin fluorescence. Potency, µM (titrated, usually from 76.6 µM), for inactives: at the top dose activity change, negative = inhibition, most hits filed as inhibitors. 390,000 tested, 0.093% active. AID 602179; note: potency is the fitted concentration of half-maximal effect; % is set by controls: 0 for no effect and ±100 for the full control effect; nearly all actives have a fitted effect of over 65% in size
Target sequence (O75874 whole entry R132H, stated change not applied): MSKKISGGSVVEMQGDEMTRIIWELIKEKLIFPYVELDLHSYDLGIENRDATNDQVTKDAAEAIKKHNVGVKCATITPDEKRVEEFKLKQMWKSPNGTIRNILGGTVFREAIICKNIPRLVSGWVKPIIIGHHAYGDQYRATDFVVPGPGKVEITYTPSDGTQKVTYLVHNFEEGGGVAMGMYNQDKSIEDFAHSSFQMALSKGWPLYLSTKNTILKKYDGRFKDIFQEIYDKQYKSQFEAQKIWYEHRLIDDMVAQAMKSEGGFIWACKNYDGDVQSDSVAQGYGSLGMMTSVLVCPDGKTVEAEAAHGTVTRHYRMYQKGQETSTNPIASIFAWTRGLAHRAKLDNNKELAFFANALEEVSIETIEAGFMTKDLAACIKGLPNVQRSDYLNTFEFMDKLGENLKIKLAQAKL
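IDH1-R132H (0.5 ug/mL) preincubated 30 min with compound, then NADPH (0.016 mM) and alpha-KG (2 mM) added; 80 min at RT, pH 7.5. Remaining NADPH coupled via diaphorase/resazurin to fluorescence (540/590 nm); concentration-response curves normalized to no-enzyme control.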
LDHA inh: LDHA (human) enzyme inhibition. P00338. activity change, % (values are at about 110 or 230 µM). 480,000 tested, 0.15% active. purified LDHA, NADH/diaphorase-resazurin fluorescence; active compounds read low. AID 1347041; in the data active = activity change below about -30%; inconclusive = mostly about -25% to -30%;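 note: plate controls were DMSO wells for no effect and wells without enzyme for full effect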
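Resorufin fluorescence (ex540/em590), read at 0 and 20 min after diaphorase/resazurin addition, reports the NADH left after a 5 min room-temperature reaction of 2 nM human LDH5 with 0.06 mM NADH and 0.2 mM pyruvate.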
GRP78 ERSR act: ER stress response induction in glioma; U87-MG GRP78 promoter luciferase reporter, 16 h; Potency, µM, inactives show top-dose activation, hits mostly activators; AID 602332; 420,000 tested, 0.02% active; note: potency is the fitted concentration of half-maximal effect; series mostly up to about 76 µM; % of control where 0% means no effect; nearly all actives have a fitted effect of over 35% in size
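ERSR induction read as luciferase luminescence (Bright-Glo, 10 min at room temperature) in stably transfected human U87-MG glioma cells exposed to compounds for 16 h, using GRP78 as sensor.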
USP1-UAF1 inh: USP1/UAF1 (human) deubiquitinase inhibition; O94782; recombinant USP1/UAF1, Ub-Rhodamine cleavage fluorescence; Potency, µM (titrated, usually from 57.1 µM), for the others: at the highest dose activity change, negative = inhibition, actives largely listed as inhibitors; 390,000 tested, 0.23% active; note: potency is the fitted concentration of half-maximal effect; % is set by controls: 0 for no effect and ±100 for the full control effect; nearly all actives have a fitted effect of over 60% in size; inactives centre near -12
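Step one: compound is pinned into 1nM USP1/UAF1 in HEPES pH 7.8 buffer with TCEP. Step two: 15 min room-temperature incubation. Step three: Ub-Rho (150nM final) starts cleavage, tracked by fluorescence over six one-minute reads.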
The depositor's hits bear a star; ? = inconclusive; . = no result given; & = joins results of further samples; [ ] = dose if it differs, or a comment. Unless noted, calls come from the whole dose curve; as a rule, active = well fitted curve in the direction sought with a large enough effect; inconclusive = small, poorly fitted or top-dose-only effect, or another doubt; inactive = no such curve, though single readings can be large; an effect the other way counts as inactive or inconclusive. A portion of the library, so the mix of outcomes need not match the whole.

No. | canonical_smiles | Vif-APOBEC3G blk | TrxR1 substrate | RGS4 inh | TrxR1 inh | Vif-APOBEC3F blk | IDH1 R132H inh | LDHA inh | GRP78 ERSR act | USP1-UAF1 inh
1 | Cc1c(OCC(=O)NC(Cc2ccc(Cl)cc2)C(=O)O)ccc2c3c(c(=O)oc12)CCCC3 (stereo not drawn) | -4% | 64%[activator] | 6% | 5% | -8% | -12% | -9 | -4% | -14%
2 | COC(=O)c1ccc2[nH]c([C@H](C)O)c([C@H](C)O)c2c1 | -11% | 5% | -29% | -14%[57.1 µM] | -21% | 13% | 3 | 4% | -11%
3 | Cc1occc1-c1nnc(SCC(=O)Nc2ccc(F)cc2)n1Cc1ccccc1 | 4% | -7% | 1% | 0% | 0% | 3% | -4 | -13% | -22%
4 | CN1CCN(S(=O)(=O)c2cccc(C(=O)NCCOc3ccccc3)c2)CC1 | -1% | -3% | 10% | 4% | 5% | 9% | -3 | -4% | -21%
5 | COc1ccc(NC(=O)c2ccc([N+](=O)[O-])s2)c([N+](=O)[O-])c1 | -1% | 0% | 8% | 14% | 0% | -5% | -8 | 2% | -23%
6 | COc1ccc(C2CCCN2C(=O)Nc2ccc(C)c(C)c2)cc1OC (stereo not drawn) | 1% | -1% | 6% | 7% | 1% | -9% | -12 | 0% | ?
7 | OC(COCCOc1ccc(Br)cc1)CN1CCCCC1 (stereo not drawn) | -1% | 3% | 11% | 16% | -7% | 1% | -2 | -1% | -21%
8 | Cc1ccccc1-c1noc(-c2ccc(N3CCCCC3)c([N+](=O)[O-])c2)n1 | -2% | -10% | -3% | -1% | 0% | 1% | -6 | -6% | 1%
9 | CCN(CC)S(=O)(=O)c1cccc(-c2nnc(SC(C)C#N)n2Cc2ccccc2)c1 (stereo not drawn) | 2% | 5% | -2% | 16% | 0% | -1% | -4 | -3% | 5%
10 | Cc1cc(-n2c(SCc3ccccc3F)nc3[nH]ncc3c2=O)ccc1Cl | -3% | 4%[57.1 µM] | -22% | 32%[57.1 µM] | 7% | -25% | -10 | -7% | 15%
11 | Cc1cccc(-n2c(O)c(C=Nc3cc(O)ccc3C)c3ccccc3c2=O)n1 | -26% | -4% | -31% | 16%[57.1 µM] | ? | 3% | 2 | 6% | -20%
12 | COc1ccc(/C=C2\SC(=S)N(CCC(=O)Nc3ccc(O)cc3)C2=O)cc1 | 1% | -5%[57.1 µM] | -19% | 13%[57.1 µM] | 3% | 1% | -6 | -1% | -13%
13 | COc1cccc(CNC(=O)CCC2CCCN(Cc3ccc4c(c3)CCO4)C2)c1 (stereo not drawn) | 4% | -7% | 0% | -2% | -1% | 0% | -2 | 0% | -11%
14 | COc1ccc(C(CC(=O)N2CCCC(C)C2)c2c(OC)cc(OC)c3c(-c4ccccc4)cc(=O)oc23)cc1 (stereo not drawn) | -10% | 15%[57.1 µM] | -27% | 23%[57.1 µM] | -3% | -5% | -1 | -4% | -25%
15 | Oc1nc(-c2ccc(Cl)cc2)n2ccncc12 | -1% | -11% | 2%[56.9 µM] | -2% | 8% | -9% | 1 | 0% | -12%
16 | CC(CNC(=O)C1CCCN(S(=O)(=O)N2CCOCC2)C1)c1ccccc1 (stereo not drawn) | 2% | -2% | 4% | -1% | -3% | 5% | -4 | 0% | -5%
17 | O=C(Cc1ccc(NC(=O)C2CCN(C(=O)c3ccccc3)CC2)cc1)Nc1cccc(C(=O)N2CCCCC2)c1 | -3% | 0% | 18% | 7% | 6% | -5%[38.3 µM] | -2 | -1% | -17%
18 | CCOc1ccc(C)cc1S(=O)(=O)Nc1ccc(Cl)cn1 | 0% | 1% | 15% | 14% | -8% | -2% | -2 | -1% | -11%
19 | Cc1cccc(N2CC(C(=O)OCC(=O)c3ccc(OC(=O)c4cccs4)cc3)CC2=O)c1C (stereo not drawn) | 0% | -8% | -5% | 1% | -3% | -7% | -5 | 1% | -15%
20 | CC(=O)c1c(O)c(C)c(O)c2c1OC1=CC(=O)C(C(C)=O)C(=O)[C@@]12C (stereo partly drawn) | -1% | -14% | -10% | -25%[57.1 µM] | ? | -4% | 1 | -2%&-5% | ?
21 | CCN(Cc1ccccc1)C(=O)CCS(=O)(=O)c1ccc2c(c1)oc(=O)n2C | 1%&0% | 9%&-12% | 9%[11.4 µM] | 10%&-2% | -4%&0% | 0%&13% | -1&-8 | -5%&-6% | -18%&-20%
22 | CN(C)c1nnnn1Cc1ccccc1 | -1% | 7%[57.1 µM] | 12% | 14%[57.1 µM] | 1% | 3% | -8 | -1% | -8%
23 | O=C(O)c1ccccc1N=Cc1c(O)n(-c2nccs2)c(=O)c2ccccc12 | 0% | -9% | -10%[56.9 µM] | 5% | 0% | 1% | -3 | 0% | ?
24 | COc1ccc(NC(=O)CSc2nnc(-c3ccoc3C)n2CC2CCCO2)cc1 (stereo not drawn) | 1% | 1% | 31% | -10% | 4% | -6% | -2 | -3% | 2%
25 | COc1ccc(-c2nnc(SCC(=O)NCc3ccco3)o2)cc1 | 1% | 3% | 2% | -8% | 0% | 3% | -2 | -7% | -18%
26 | Cc1ccc(-c2[nH]c3ccccc3c2SCCN)cc1 | -3% | 32% | -18% | 20% | 5% | 3% | -1 | 1% | -28%
27 | CC(C)n1nnnc1C(c1ccc(F)cc1)N1CCN(C2CCCC2)CC1 (stereo not drawn) | 1% | 9% | -7%[11.4 µM] | -7%[57.1 µM] | 1% | 2% | -2 | -6% | -17%
28 | CC(C)CCNC(=O)Cn1c(NCCC(C)C)nc2c1c(=O)n(C)c(=O)n2C | 0% | 8% | 11% | 32% | 4% | -1% | 3 | -1% | -10%
29 | C[C@H]1CN([C@@H](C)CO)C(=O)c2cc(Br)cnc2O[C@@H]1CN(C)S(=O)(=O)c1ccccc1 | 1% | . | . | . | -5% | -4% | 2 | -3% | -20%
30 | CC1CCN(c2c(NCC3CCC(C(=O)NCCCc4ccccc4)CC3)c(=O)c2=O)CC1 (stereo not drawn) | -3% | 0% | -46% | 16% | -7% | 2% | -8 | -6% | -4%
31 | Cc1ccc(NC(=O)C2Oc3ccccc3OC2C)cc1 (stereo not drawn) | -1% | -2% | -1% | 26% | -5% | -2% | 0 | -3% | -14%
32 | Cc1ccc(S(=O)(=O)c2nc(NC3CCS(=O)(=O)C3)sc2Cl)cc1 (stereo not drawn) | 0% | 11%[57.1 µM] | -4% | 19%[57.1 µM] | 1% | 8% | -3 | -7% | -15%
33 | Cn1ncc(Cl)c1C(=O)Nc1cc(C(F)(F)F)ccc1F | 1% | 2%[57.1 µM] | 12% | 3%[57.1 µM] | 0% | 4% | 2 | -2% | 5%
34 | COc1cccc(C(=O)Nc2ccc3nc(SCC(=O)N4CCc5ccccc54)sc3c2)c1 | -5% | 13% | -7% | 17% | -13% | 3% | 3 | 1% | -15%
35 | CN1CCC(N(C)C(=O)Cc2ccccc2[N+](=O)[O-])CC1 | 1% | 7% | 32% | 21% | 6% | 0% | -8 | -1% | -11%
36 | CCc1cccc(C)c1NC(=O)CCCn1nc(C)c2sc3ccccc3c2c1=O | 4% | 12% | 12% | 47%[activator] | 1% | 0% | -6 | -3% | -22%

Five of the compounds above, with one line to a screen.
(30) CC1CCN(c2c(NCC3CCC(C(=O)NCCCc4ccccc4)CC3)c(=O)c2=O)CC1 (stereo not drawn)
(31) Cc1ccc(NC(=O)C2Oc3ccccc3OC2C)cc1 (stereo not drawn)
(32) Cc1ccc(S(=O)(=O)c2nc(NC3CCS(=O)(=O)C3)sc2Cl)cc1 (stereo not drawn)
(33) Cn1ncc(Cl)c1C(=O)Nc1cc(C(F)(F)F)ccc1F
(34) COc1cccc(C(=O)Nc2ccc3nc(SCC(=O)N4CCc5ccccc54)sc3c2)c1

| Screen / compound no. | 30 | 31 | 32 | 33 | 34 |
| --- | --- | --- | --- | --- | --- |
| Vif-APOBEC3G blk | -3% | -1% | 0% | 1% | -5% |
| TrxR1 substrate | 0% | -2% | 11%[57.1 µM] | 2%[57.1 µM] | 13% |
| RGS4 inh | -46% | -1% | -4% | 12% | -7% |
| TrxR1 inh | 16% | 26% | 19%[57.1 µM] | 3%[57.1 µM] | 17% |
| Vif-APOBEC3F blk | -7% | -5% | 1% | 0% | -13% |
| IDH1 R132H inh | 2% | -2% | 8% | 4% | 3% |
| LDHA inh | -8 | 0 | -3 | 2 | 3 |
| GRP78 ERSR act | -6% | -3% | -7% | -2% | 1% |
| USP1-UAF1 inh | -4% | -14% | -15% | 5% | -15% |

Bioassay records from PubChem BioAssay.
